Compound activity deposited in PubChem BioAssay by Broad Institute.
TcdB inh: inhibitors of Clostridioides difficile toxin B glycohydrolase. P18177. hit rate 0.24% among 350,000. inhibition, % at 9.99 µM. TcdB glycohydrolase enzymatic assay, plate reader; in the data active = inhibition above about 10%
Target sequence (P18177 whole entry, looked up): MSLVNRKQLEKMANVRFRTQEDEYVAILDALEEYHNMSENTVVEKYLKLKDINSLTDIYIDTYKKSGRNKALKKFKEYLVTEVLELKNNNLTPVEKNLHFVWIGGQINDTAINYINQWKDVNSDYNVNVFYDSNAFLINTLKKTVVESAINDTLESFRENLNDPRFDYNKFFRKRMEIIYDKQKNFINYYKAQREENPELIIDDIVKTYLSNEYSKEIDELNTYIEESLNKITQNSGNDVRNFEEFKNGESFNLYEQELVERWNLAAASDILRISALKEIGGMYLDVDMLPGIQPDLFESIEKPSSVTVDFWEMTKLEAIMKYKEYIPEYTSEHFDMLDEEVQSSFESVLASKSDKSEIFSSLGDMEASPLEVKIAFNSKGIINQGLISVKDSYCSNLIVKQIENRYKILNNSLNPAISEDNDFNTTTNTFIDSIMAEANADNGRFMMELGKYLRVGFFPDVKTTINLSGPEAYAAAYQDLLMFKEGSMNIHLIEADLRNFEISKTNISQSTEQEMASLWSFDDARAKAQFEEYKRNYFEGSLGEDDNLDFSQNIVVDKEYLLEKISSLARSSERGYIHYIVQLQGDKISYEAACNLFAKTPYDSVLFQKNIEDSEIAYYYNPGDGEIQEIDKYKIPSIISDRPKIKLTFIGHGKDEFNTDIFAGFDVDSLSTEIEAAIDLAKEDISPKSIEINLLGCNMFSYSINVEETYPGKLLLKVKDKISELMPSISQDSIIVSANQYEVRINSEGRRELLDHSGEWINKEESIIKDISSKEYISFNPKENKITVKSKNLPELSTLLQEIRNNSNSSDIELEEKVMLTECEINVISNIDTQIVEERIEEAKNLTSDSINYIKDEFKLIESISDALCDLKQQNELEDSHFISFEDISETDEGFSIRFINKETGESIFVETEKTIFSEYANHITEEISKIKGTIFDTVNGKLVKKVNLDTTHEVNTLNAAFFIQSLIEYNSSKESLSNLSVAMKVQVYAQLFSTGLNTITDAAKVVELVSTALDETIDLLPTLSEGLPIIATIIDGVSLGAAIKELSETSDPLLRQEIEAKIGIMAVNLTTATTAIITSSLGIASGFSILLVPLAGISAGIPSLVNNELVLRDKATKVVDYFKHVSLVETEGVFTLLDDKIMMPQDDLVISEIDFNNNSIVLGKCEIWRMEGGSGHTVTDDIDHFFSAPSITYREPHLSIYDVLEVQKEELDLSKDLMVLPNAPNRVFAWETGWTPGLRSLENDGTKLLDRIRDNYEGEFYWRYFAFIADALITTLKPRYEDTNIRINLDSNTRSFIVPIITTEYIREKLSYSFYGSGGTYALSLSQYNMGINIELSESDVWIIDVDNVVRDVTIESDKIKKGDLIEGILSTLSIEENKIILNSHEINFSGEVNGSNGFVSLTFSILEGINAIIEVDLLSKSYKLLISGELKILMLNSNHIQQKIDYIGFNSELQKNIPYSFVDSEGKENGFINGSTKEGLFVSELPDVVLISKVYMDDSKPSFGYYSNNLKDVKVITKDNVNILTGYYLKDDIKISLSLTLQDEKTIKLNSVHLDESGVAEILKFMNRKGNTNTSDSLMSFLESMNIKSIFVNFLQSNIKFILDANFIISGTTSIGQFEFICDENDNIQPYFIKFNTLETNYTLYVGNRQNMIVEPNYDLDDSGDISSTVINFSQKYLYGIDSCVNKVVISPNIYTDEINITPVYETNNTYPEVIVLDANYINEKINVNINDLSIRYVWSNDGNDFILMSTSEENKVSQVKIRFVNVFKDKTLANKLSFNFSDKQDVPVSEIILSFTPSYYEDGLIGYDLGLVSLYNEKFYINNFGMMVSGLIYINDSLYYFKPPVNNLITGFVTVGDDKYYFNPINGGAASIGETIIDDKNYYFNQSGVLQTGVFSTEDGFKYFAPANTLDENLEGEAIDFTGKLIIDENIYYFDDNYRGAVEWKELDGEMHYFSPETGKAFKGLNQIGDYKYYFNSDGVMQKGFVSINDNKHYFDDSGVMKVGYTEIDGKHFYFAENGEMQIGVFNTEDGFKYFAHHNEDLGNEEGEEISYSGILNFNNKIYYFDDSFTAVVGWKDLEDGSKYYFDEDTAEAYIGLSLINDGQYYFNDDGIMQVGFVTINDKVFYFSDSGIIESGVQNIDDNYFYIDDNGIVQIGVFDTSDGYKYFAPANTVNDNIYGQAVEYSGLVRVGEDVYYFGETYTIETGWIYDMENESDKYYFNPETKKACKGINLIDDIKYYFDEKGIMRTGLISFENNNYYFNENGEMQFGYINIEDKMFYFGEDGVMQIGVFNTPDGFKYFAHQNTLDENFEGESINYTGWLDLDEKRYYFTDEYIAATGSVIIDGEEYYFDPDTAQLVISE
Active calls of the source: *.

# | molecule | TcdB inh
1 | O=C(N[C@H]1C=C[C@@H](CC(=O)N2CCN(c3ccccc3)CC2)O[C@H]1CO)c1ccncc1 | -8.3
2 | COc1ccc(NC(=O)Nc2ccc3c(c2)C(=O)N([C@H](C)CO)C[C@H](C)[C@H](CN(C)C(=O)Nc2cccc4ccccc24)OCCCC[C@H](C)O3)cc1 | 0.3
3 | COc1ccc(NC(=O)N2CCCCN3[C@@H](CO)[C@H](c4ccc(C5=CCCCC5)cc4)[C@@H]3C2)cc1 | 1.4
4 | C[C@@H]1CN([C@@H](C)CO)C(=O)c2cccc(NC(=O)c3ccc(-c4nccs4)cc3)c2O[C@H]1CN(C)Cc1ccc(Cl)c(Cl)c1 | 0.7
5 | O=C(C1CCOCC1)N1CC(=O)N2[C@H](C1)[C@H](c1ccc(/C=C/c3ccccc3)cc1)[C@@H]2CO | 1.0
6 | Cc1ccccc1-c1ccc2c(c1)O[C@H](CN(C)Cc1ccncc1)[C@@H](C)CN([C@H](C)CO)S2(=O)=O | 1.0
7 | C[C@@H]1CN([C@H](C)CO)C(=O)c2cc(NC(=O)CCC(F)(F)F)ccc2O[C@@H]1CN(C)C(=O)Nc1ccc2c(c1)OCO2 | -0.1
8 | CO[C@H](CN(C)C(=O)c1ccc2c(c1)OCO2)[C@H](C)CN([C@H](C)CO)S(=O)(=O)c1ccc(C)cc1 | -1.7
9 | C[C@H]1CN([C@@H](C)CO)S(=O)(=O)c2ccc(C3=CCCC3)cc2O[C@@H]1CN(C)C(=O)C1CCC1 | 1.6
10 | Cc1ccc(-c2ccc([C@@H]3[C@@H](CO)N4C(=O)CN(C(=O)CN5CCOCC5)C[C@H]34)cc2)cc1 | 0.7

Part of the list above, as labelled records.
6. Cc1ccccc1-c1ccc2c(c1)O[C@H](CN(C)Cc1ccncc1)[C@@H](C)CN([C@H](C)CO)S2(=O)=O
  TcdB inh: 1.0
7. C[C@@H]1CN([C@H](C)CO)C(=O)c2cc(NC(=O)CCC(F)(F)F)ccc2O[C@@H]1CN(C)C(=O)Nc1ccc2c(c1)OCO2
  TcdB inh: -0.1
9. C[C@H]1CN([C@@H](C)CO)S(=O)(=O)c2ccc(C3=CCCC3)cc2O[C@@H]1CN(C)C(=O)C1CCC1
  TcdB inh: 1.6

New compounds follow.
# | molecule | TcdB inh
11 | Cc1ccc(-c2ccc3c(c2)O[C@@H](CN(C)S(C)(=O)=O)[C@H](C)CN([C@@H](C)CO)S3(=O)=O)cc1 | 2.3
12 | COC(=O)[C@H]1[C@H](CO)[C@H]2Cn3c(ccc(-c4ccncc4)c3=O)[C@H]2N1Cc1cccc(F)c1 | 0.0
13 | C[C@@H]1CN([C@@H](C)CO)C(=O)c2cccc(NC(=O)c3ccc(-c4nccs4)cc3)c2O[C@@H]1CN(C)S(C)(=O)=O | -0.2
14 | O=C(NCC[C@@H]1CC[C@@H](NS(=O)(=O)c2ccccc2F)[C@H](CO)O1)c1ccc(F)cc1 | -1.2
15 | C[C@@H]1CN([C@H](C)CO)C(=O)c2cc(C#CCc3ccccc3)cnc2O[C@H]1CN(C)C(=O)C1CCC1 | 0.5
16 | Cn1cnc(S(=O)(=O)N[C@H]2C=C[C@@H](CC(=O)N3CCN(c4ccccc4)CC3)O[C@@H]2CO)c1 | 0.3
17 | O=C(O)[C@@H]1[C@@H](CO)[C@@H]2Cn3c(ccc(-c4ccncc4)c3=O)[C@H]1N2C(=O)C1CCCCC1 | -0.3
18 | CO[C@H]1CN(C)C(=O)c2ccc(NC(=O)Nc3ccccc3)cc2OC[C@@H](C)NC[C@H]1C | 0.7
19 | C[C@@H]1CN([C@@H](C)CO)C(=O)c2cccc(N(C)C)c2O[C@H]1CN(C)C(=O)Nc1cccc2ccccc12 | -6.7
20 | COc1ccc(S(=O)(=O)Nc2ccc3c(c2)C(=O)N([C@@H](C)CO)C[C@H](C)[C@H](CN(C)C(=O)CCC(F)(F)F)OCCCC[C@H](C)O3)cc1 | 0.1
21 | CC(C)C#Cc1ccc2c(c1)O[C@@H](CN(C)Cc1ccccn1)[C@@H](C)CN([C@@H](C)CO)S2(=O)=O | -0.6
22 | COc1ccc(CN(C)C[C@@H]2Oc3ccc(NC(=O)Cc4ccccc4)cc3CC(=O)N([C@@H](C)CO)C[C@H]2C)cc1 | -4.4
23 | C[C@@H]1CN([C@@H](C)CO)C(=O)c2cc(NC(=O)C3CCCCC3)ccc2O[C@@H]1CN(C)Cc1ccccc1 | 0.0
24 | O=C(C[C@@H]1C[C@H]2c3cc(NC(=O)CC4CC4)ccc3O[C@H]2[C@@H](CO)O1)NCc1ccc(-c2ccccc2)cc1 | -0.5
25 | COc1ccc(NC(=O)Nc2ccc3c(c2)C(=O)N([C@@H](C)CO)C[C@@H](C)[C@@H](CN(C)Cc2ccc(C(F)(F)F)cc2)O3)cc1 | 0.3
26 | O=C(N[C@H]1CC[C@@H](CCn2cc(C3(O)CCCC3)nn2)O[C@@H]1CO)C1CCOCC1 | -0.3
27 | O=C(c1cccc(F)c1)N1C[C@H]2[C@@H](c3ccccc31)[C@H](CO)N2C(=O)c1ccccn1 | -0.9
28 | CN1C(=O)c2cc(NS(C)(=O)=O)ccc2OC[C@@H]2O[C@H](CC(=O)NCc3ccccc3)CC[C@@H]21 | -1.0
29 | CN1c2ccc(C#Cc3cccnc3)cc2[C@H]2[C@H](CCN2S(=O)(=O)c2ccc(F)cc2)[C@H]1CO | -5.3
30 | COc1cccc(C#Cc2ccc3c(c2)O[C@@H](CN(C)C)[C@H](C)CN([C@H](C)CO)S3(=O)=O)c1 | 0.8
31 | C[C@@H]1CN([C@H](C)CO)C(=O)c2cccc(NC(=O)C3CC3)c2O[C@H]1CN(C)C(=O)NC1CCCCC1 | -4.5
32 | COC(=O)[C@]1(Cc2ccccc2N=[N+]=[N-])N=C(c2ccc(OCCCO)cc2)O[C@@H]1c1ccccc1 | -3.4
33 | Cc1noc(C)c1NC(=O)N(C)C[C@H]1OCCCC[C@@H](C)Oc2ccc(NC(=O)C3CCCCC3)cc2C(=O)N([C@H](C)CO)C[C@H]1C | -1.4
34 | O=C(C[C@@H]1C[C@@H]2c3cc(NC(=O)C4CCOCC4)ccc3O[C@@H]2[C@@H](CO)O1)NCc1cccc(F)c1 | -5.9
35 | CC(C)NC(=O)Nc1ccc2c(c1)C(=O)N([C@@H](C)CO)C[C@H](C)[C@@H](CN(C)C(=O)NC1CCCCC1)O2 | 1.1
36 | C[C@@H]1CN([C@@H](C)CO)C(=O)c2cccc(NC(=O)C3CCOCC3)c2O[C@@H]1CN(C)C(=O)NC1CCCCC1 | 1.8
37 | O=C(c1cccc(F)c1)N1CC2(C1)[C@@H](c1ccccc1)[C@@H](CO)N2C(=O)C1CCCC1 | 0.3
38 | COc1ccc(S(=O)(=O)Nc2ccc3c(c2)C(=O)N([C@H](C)CO)C[C@@H](C)[C@@H](CN(C)S(=O)(=O)c2ccc(Cl)cc2)OCCCC[C@@H](C)O3)cc1 | -0.6
39 | N#C[C@@H]1[C@@H](c2ccccc2C2=CCCCC2)[C@H](CO)N1C(=O)NC1CCCCC1 | 0.7
40 | O=C(C[C@H]1CC[C@@H]2[C@H](COC[C@H](O)CN2C(=O)c2ccccc2)O1)NCc1cccc(F)c1 | -0.9
41 | C[C@@H]1CN([C@H](C)CO)S(=O)(=O)c2ccc(-c3ccccc3F)cc2O[C@@H]1CN(C)C | -0.1
42 | CCCC#Cc1ccc2c(c1)O[C@@H](CN(C)S(=O)(=O)c1cccc(OC)c1)[C@@H](C)CN([C@@H](C)CO)S2(=O)=O | 0.4
43 | COc1ccc(NC(=O)Nc2ccc3c(c2)C(=O)N([C@@H](C)CO)C[C@@H](C)[C@@H](CN(C)Cc2ccc(Oc4ccccc4)cc2)O3)cc1 | -1.4
44 | CCCN(C)C[C@H]1OCCCC[C@@H](C)Oc2ccc(NC(=O)CCCN(C)C)cc2C(=O)N([C@H](C)CO)C[C@H]1C | -1.3
45 | CCC(=O)N1CC2(C1)CN(CC1CCCCC1)[C@@H](CO)c1c2c2ccc(OC)cc2n1C | 0.5
46 | COC(=O)C[C@H]1CC[C@@H](N)[C@H](CO)O1 | 0.5
47 | COc1ccc(S(=O)(=O)Nc2ccc3c(c2)C(=O)N([C@@H](C)CO)C[C@H](C)[C@@H](CN(C)Cc2ccc(-c4ccccc4)cc2)O3)cc1 | 0.8
48 | C[C@@H]1CN([C@@H](C)CO)C(=O)c2cc(NC(=O)Nc3ccc(C(F)(F)F)cc3)ccc2O[C@@H](C)CCCCO[C@H]1CN(C)Cc1ccccc1 | -0.6
49 | Cc1ccccc1S(=O)(=O)N1CC(=O)N2[C@H](C1)[C@H](c1ccc(C#CC3CC3)cc1)[C@@H]2CO | 0.7
50 | O=C(Cc1ccccn1)N1CC(=O)N2[C@H](CO)[C@@H](c3ccc(-c4ccc(F)cc4)cc3)[C@@H]2C1 | 1.7
51 | COc1ccc(NC(=O)N(C)C[C@H]2Oc3ncc(-c4cccnc4)cc3C(=O)N([C@H](C)CO)C[C@@H]2C)cc1 | 0.1
52 | COC(=O)c1c2oc(c1C(=O)OC)C(=O)N[C@H](Cc1ccccc1)Cn1cc(nn1)[C@@H](Cc1ccccc1)NC(=O)N[C@@H](CO)CC2 | -0.6
53 | C[C@H](CO)N1C[C@H](C)[C@H](CN(C)S(=O)(=O)c2cn(C)cn2)OCCCC[C@H](C)Oc2ccc(NC(=O)C3CCCCC3)cc2C1=O | -2.1
54 | COc1ccc(-c2cnc3c(c2)C(=O)N([C@H](C)CO)C[C@@H](C)[C@@H](CN(C)Cc2ccccc2)O3)cc1 | 0.2
55 | CC(C)NC(=O)N(C)C[C@H]1Oc2ncc(C#Cc3ccncc3)cc2C(=O)N([C@H](C)CO)C[C@H]1C | 1.3
56 | C[C@H]1CCCCO[C@@H](CN(C)C)[C@@H](C)CN([C@@H](C)CO)C(=O)c2cc(NS(=O)(=O)c3ccc(F)cc3)ccc2O1 | -1.6
57 | CC=Cc1ccc2n(c1=O)C[C@@H]1[C@@H](CO)[C@H](C(=O)N[C@H](C)c3ccccc3)[C@H]2N1Cc1ccncc1 (mixture of isomers) | 0.1
58 | O=C(CC(F)(F)F)N1C[C@@H]2[C@H](c3ccccc31)[C@H](CO)N2CC1CCOCC1 | 0.5
59 | O=C(Cc1cccnc1)N1CC(=O)N2[C@H](C1)[C@H](c1ccc(C#CC3CCCCC3)cc1)[C@@H]2CO | -0.8
60 | C[C@H]1CN([C@@H](C)CO)C(=O)c2cc(NC(=O)Cc3cn(C)c4ccccc34)ccc2O[C@H]1CN(C)Cc1ccc(C(F)(F)F)cc1 | 0.7

Additional compounds.
# | molecule | TcdB inh
61 | CC(C)NC(=O)Nc1ccc2c(c1)C(=O)N([C@H](C)CO)C[C@@H](C)[C@@H](CN(C)C(=O)NC(C)C)OCCCC[C@@H](C)O2 | -0.2
62 | COc1ccc(S(=O)(=O)Nc2ccc3c(c2)C(=O)N([C@H](C)CO)C[C@@H](C)[C@@H](CN(C)Cc2ccc(C(F)(F)F)cc2)O3)cc1 | 0.1
63 | Cc1ccc(S(=O)(=O)Nc2ccc3c(c2)C(=O)N([C@H](C)CO)C[C@@H](C)[C@@H](CN(C)S(=O)(=O)c2ccc(Cl)cc2)O3)cc1 | 0.1
64 | C[C@@H]1CN([C@@H](C)CO)C(=O)c2cc(C#CC3(O)CCCC3)cnc2O[C@@H]1CN(C)C(=O)Cc1ccncc1 | 0.9
65 | CCCNC(=O)N1[C@@H]2Cn3c(ccc(-c4cccc(C(=O)N(C)C)c4)c3=O)[C@H]1[C@@H](C(=O)O)[C@@H]2CO | -0.9
66 | C[C@H]1CN([C@@H](C)CO)C(=O)c2cc(NC(=O)Nc3ccc4c(c3)OCO4)ccc2O[C@H]1CN(C)C(=O)Nc1cccc2ccccc12 | 0.0
67 | C[C@H]1CN([C@@H](C)CO)C(=O)Cc2cc(NC(=O)Cn3cnnn3)ccc2O[C@@H]1CN(C)Cc1ccc2c(c1)OCO2 | -0.8
68 | COc1ccc(C(=O)N2C[C@H]3[C@@H](c4ccccc42)[C@@H](CO)N3C(=O)c2cccc(F)c2)cc1 | 0.0
69 | CCC(=O)N(C)C[C@H]1Oc2cc(C#CC(C)(C)O)ccc2S(=O)(=O)N([C@H](C)CO)C[C@@H]1C | 0.1
70 | CCC(=O)N(C)C[C@@H]1Oc2cc(-c3cccnc3)ccc2S(=O)(=O)N([C@H](C)CO)C[C@@H]1C | 0.2

Reprinted from the part before: 3 compounds; new compounds follow.
# | molecule | TcdB inh
68 | COc1ccc(C(=O)N2C[C@H]3[C@@H](c4ccccc42)[C@@H](CO)N3C(=O)c2cccc(F)c2)cc1 | 0.0
69 | CCC(=O)N(C)C[C@H]1Oc2cc(C#CC(C)(C)O)ccc2S(=O)(=O)N([C@H](C)CO)C[C@@H]1C | 0.1
70 | CCC(=O)N(C)C[C@@H]1Oc2cc(-c3cccnc3)ccc2S(=O)(=O)N([C@H](C)CO)C[C@@H]1C | 0.2
71 | O=C(Nc1ccc(F)cc1)N1CC(=O)N2[C@H](CO)[C@@H](c3ccc(Br)cc3)[C@H]2C1 | 1.7
72 | C[C@H](CO)N1C[C@H](C)[C@H](CN(C)S(=O)(=O)c2cccs2)Oc2ncc(C#CCN(C)C)cc2C1=O | 1.4
73 | O=C(c1ccc2c(c1)OCO2)N1CC(=O)N2[C@@H](CO)[C@@H](c3ccc(C#CCC4CCCC4)cc3)[C@@H]2C1 | 1.0
74 | CC(C)C#Cc1ccc([C@@H]2[C@H](C#N)N(C(=O)CN(C)C)[C@H]2CO)cc1 | -0.3
75 | C[C@@H]1CN([C@H](C)CO)S(=O)(=O)c2ccc(C3=CCCC3)cc2O[C@@H]1CN(C)CC1CC1 | 0.8
76 | CCNC(=O)[C@@H]1[C@@H](CO)[C@@H]2Cn3c(ccc(/C=C/c4ccccc4)c3=O)[C@@H]2N1C(C)=O | 0.3
77 | O=C(NCC[C@@H]1CC[C@@H](NC(=O)c2ccncc2)[C@@H](CO)O1)Nc1ccc(Cl)cc1 | 1.1
78 | C[C@H]1CN([C@@H](C)CO)C(=O)c2cc(NC(=O)CCCN(C)C)ccc2O[C@@H]1CN(C)Cc1ccncc1 | -1.4
79 | CC(C)NC(=O)N(C)C[C@H]1Oc2cc(-c3cncnc3)ccc2S(=O)(=O)N([C@@H](C)CO)C[C@@H]1C | -1.1

An excerpt (hit frequency here may not be typical).
